TSG101-PTAP inh: qHTS Assay for Iinhibitors of HIV-1 Budding by Blocking the Interaction of PTAP/TSG101 | Tumor susceptibility gene 101 protein (Homo sapiens), Q99816 | Fluorescence polarization, FITC-PTAP peptide / Tsg101 binding | Potency, µM (top dose mostly 115 µM), for the others: at the highest dose activity change, negative = inhibition, most hits filed as inhibitors | 340,000 tested, under 10 active | AID 493005, 2010; active = well fitted inhibition curve with a large enough effect in the main read-out, with a control signal flat, not every such curve was filed as active; inconclusive = small, poorly fitted or top-dose-only effect, or effect the other way, or a change in a side signal; inactive = no such curve, though single readings can be large or run the other way; also: potency is read from the fitted curve at half-maximal effect; % of control where 0% means no effect
Target sequence (Q99816 whole entry, looked up): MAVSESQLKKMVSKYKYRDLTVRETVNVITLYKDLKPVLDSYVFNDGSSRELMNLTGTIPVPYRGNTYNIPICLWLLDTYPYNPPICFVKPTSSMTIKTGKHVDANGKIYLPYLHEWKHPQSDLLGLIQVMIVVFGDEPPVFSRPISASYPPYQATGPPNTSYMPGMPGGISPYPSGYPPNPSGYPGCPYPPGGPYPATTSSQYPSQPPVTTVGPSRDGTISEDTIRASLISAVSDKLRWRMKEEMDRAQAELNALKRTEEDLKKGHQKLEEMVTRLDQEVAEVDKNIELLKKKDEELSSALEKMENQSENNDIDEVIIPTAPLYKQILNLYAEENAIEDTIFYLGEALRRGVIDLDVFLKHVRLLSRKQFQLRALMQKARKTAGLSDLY
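Steps: Tsg101 binding domain dispensed (10 uM final), compounds pinned in DMSO, FITC-labeled PTAP-motif peptide added (50 nM final); after 20 min binding at room temperature, polarization measured.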
p53 reactivation: qHTS assay for re-activators of p53 using a Luc reporter. H1299 p53-A138V BP100-luciferase reporter, luminescence, 24 h. 320,000 tested, 0.063% active. Potency, µM (titrated, usually from 92.2 µM), inactives show at the top dose activity change, positive = activation, most hits filed as activators. AID 504706, 2011; also: potency is read from the fitted curve at half-maximal effect; % of control where 0% means no effect; nearly all actives have a fitted effect of over 45% in size
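p53-null H1299 cells stably carrying temperature-sensitive p53-A138V and a BP100-luciferase reporter were pinned with compounds (4-point, 1:5 series) and held 24 hrs at 37 deg C. Luminescence was read 10 min after detection reagent.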
Integrin act MD: qHTS for Activators of Integrin-Mediated Alleviation for Muscular Dystrophy | 350,000 tested, 0.064% active | alpha7betagal myoblasts, beta-gal FDG fluorescence, 48 h | Potency, µM (top dose mostly 38.3 µM), without a hit: top-dose activation, hits mostly activators;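 also: potency is read from the fitted curve at half-maximal effect; 100% = response of the positive control SU9516; nearly all actives have a fitted effect of over 60% in size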
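alpha7betagal+/- myoblasts (passage 13, 250/well) treated 48 h at 37C with compounds at 1:260 dilution of DMSO stock. Lysed, then beta-galactosidase activity read as FDG fluorescence (ex 480/em 540) after 30 min, with pre-read for autofluorescence.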
ELG1 DNA repair: qHTS screen for small molecules that inhibit ELG1-dependent DNA repair in human embryonic kidney (HEK293T) cells expressing luciferase-tagged ELG1. Potency, µM (highest dose often 46.1 µM), for the others: at the top dose activity change, negative = inhibition, most hits filed as inhibitors. HEK293T ELG1-luciferase reporter, luminescence, 16 h; DNA damage induced by 5-fluorouridine. 330,000 tested, 2.3% active; also: potency is read from the fitted curve at half-maximal effect; % is scaled to controls: 0 for no effect and ±100 for the full control effect; nearly all actives have a fitted effect of over 55% in size
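5-Fluorouridine DNA damage + compound/DMSO, 2,000 cells/well, 16 h, 37 °C/5% CO2. ONE-Glo, 30 min RT, luminescence. Readout = decrease in reporter signal.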
TCR activator: Activators of T cell receptors: qHTS campaign. Potency, µM (titrated, usually from 9.22 µM), for inactives: top-dose activation of IL-2 secretion, hits mostly activators. 330,000 tested, under 10 active. AID 504894, 2011. primary human leukocytes, anti-CD3, IL-2 HTRF, 48 h; also: % of control where 0% means no effect
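Using a-CD3 beads without co-stimulation, primary human leukocytes were exposed to compounds for 48 hr. An HTRF IL-2 kit measured the cytokine, with europium-to-d2 energy transfer producing emission at 665nm upon 320nm excitation.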
BRCA1 expr act: qHTS Assay to Identify Small Molecule Activators of BRCA1 Expression | MCF7-BRCA1-FFLuc reporter, luminescence, 48 h; response scale: scaled: vehicle 0%, 10 µM genistein 100% | Potency, µM (highest dose often 46.1 µM), for the others: at the highest dose activation, actives largely listed as activators | 380,000 tested, 1.1% active | AID 624202, 2012; also: potency is read from the fitted curve at half-maximal effect; nearly all actives have a fitted effect of over 80% in size; some results filed as inactive show a strong effect at the top dose
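Luminescence from a BRCA1-driven firefly luciferase in MCF7 cells was read after 48 h compound exposure at 37 C. Data normalized against DMSO and a 10microM genistein activation control, then curve-fitted across the titration.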
B2AR arrestin: qHTS assay of beta-arrestin-biased ligands of beta2-adrenergic receptor | beta-arrestin recruitment to beta2AR, cell-based reporter | Potency, µM (highest dose often 46.1 µM), inactives show top-dose activation, actives largely listed as activators | 330,000 tested, 0.02% active | AID 492947, 2010;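 also: potency is read from the fitted curve at half-maximal effect; 0% = DMSO controls and full agonism = EC100 isoproterenol or metaproterenol; nearly all actives have a fitted effect of over 65% in size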
Target sequence (P07550 whole entry, looked up): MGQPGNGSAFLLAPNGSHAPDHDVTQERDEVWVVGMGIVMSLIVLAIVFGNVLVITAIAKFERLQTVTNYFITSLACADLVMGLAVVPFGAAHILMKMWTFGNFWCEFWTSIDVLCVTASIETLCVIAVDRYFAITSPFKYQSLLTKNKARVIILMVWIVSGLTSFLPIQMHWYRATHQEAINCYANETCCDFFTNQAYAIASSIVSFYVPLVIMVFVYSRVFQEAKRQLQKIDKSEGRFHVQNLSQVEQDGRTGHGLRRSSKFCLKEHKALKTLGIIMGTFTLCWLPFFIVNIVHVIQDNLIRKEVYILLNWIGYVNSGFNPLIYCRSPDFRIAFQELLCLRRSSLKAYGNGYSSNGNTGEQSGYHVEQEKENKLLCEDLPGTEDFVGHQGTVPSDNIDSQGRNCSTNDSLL
CXXC DNA block: qHTS Fluorescence Polarization Assay for Inhibitors of MLL CXXC domain - DNA interaction. Histone-lysine N-methyltransferase 2A (Homo sapiens), Q03164. Potency, µM (top dose mostly 115 µM), inactives show at the top dose activity change, negative = inhibition, usual class: inhibitors. MLL-CXXC / FITC-HOXA9 DNA fluorescence polarization. 290,000 tested, 0.037% active. AID 2662, 2010; active = well fitted inhibition curve with a large enough effect in the polarisation, with a control signal flat, not every such curve was filed as active; inconclusive = small, poorly fitted or top-dose-only effect, or effect the other way, or a change in a side signal; inactive = no such curve, though single readings can be large or run the other way; the % refers to the polarisation; also: potency is read from the fitted curve at half-maximal effect
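Purified MLL-CXXC (added from a 7 uM solution) was preincubated 5 min at ambient with pinned compounds in 50 mM Tris-HCl pH 7.5, 50 mM NaCl, 1 mM DTT, 0.05% BSA. Fluorescein-labeled HOX-A9 DNA (50 nM solution) followed, 30 min, then polarization read.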
TRPV1 agonist: HTS Assay for Compounds that Act as Agonists of the Vanilloid Receptor 1 | Transient receptor potential cation channel subfamily V member 1 (Homo sapiens), Q8NER1 | TRPV1-expressing cells, Fluo-8 calcium influx, agonist mode | activation, % at 8.33 µM | 320,000 tested, 0.19% active; in the data active = activation above about 80%; inconclusive = between about 30% and that limit; also: 0% is about no effect
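Fluo-8 calcium influx in TRPV1-expressing cells, kinetic read (ex 480/em 520 nm). Compound added and read 3 min for agonist activity, followed by capsaicin at EC20 final and 2 min further read for enhancement.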
A-T KAP1 phos: qHTS Assay for Identifying a Potential Treatment of Ataxia-Telangiectasia. 320,000 tested, 0.19% active. AID 485349, 2010. Potency, µM (doses to about 57.5 µM), for inactives: top-dose activation, hits mostly activators. […] A-T fibroblasts, KAP-1 phosphorylation AlphaLISA; neocarzinostatin DNA damage 30 min before lysis; also: potency is read from the fitted curve at half-maximal effect; % of control where 0% means no effect; nearly all actives have a fitted effect of over 45% in size
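ATM-like activity read as KAP-1 phosphorylation via AlphaLISA donor/acceptor antibody pairs after lysis and 6 hr at 25C. Cells were ATM-null patient fibroblasts ([…], hTERT), dosed 60 min, then exposed to the DSB inducer NCS for 30 min.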
The depositor's hits bear a star; ? = inconclusive; . = no result given; & = joins results of further samples; [ ] = another dose, or the depositor's remark. Unless noted, calls follow the shape of the dose curve; as a rule, active = well fitted curve in the direction sought with a large enough effect; inconclusive = small, poorly fitted or top-dose-only effect, or another doubt; inactive = no such curve, though single readings can be large; an effect the other way counts as inactive or inconclusive.

Every second line gives: CXXC DNA block	Integrin act MD	TSG101-PTAP inh	ELG1 DNA repair	p53 reactivation	BRCA1 expr act	A-T KAP1 phos	B2AR arrestin	TRPV1 agonist	TCR activator
[1] CCn1c(N2CCN(C(=O)c3ccco3)CC2)nc2ccccc21
→ -7%	-20%	-4%	-6%	.	-14%	5%	-0.3%	3	-14%
[2] COCCCN1C(=O)c2ccc(C(=O)OCC(=O)N(CCC#N)c3cc(C)cc(C)c3)cc2C1=O
→ .	2%	-6%	?	-8%	0%	2%	-0.2%	2	-7%
[3] COc1ccccc1C1CC(=O)NC(C)=C1C(=O)OC(C)C (stereo not given)
→ -5%	34%	-1%	12%	-5%	-13%	-1%	-1.4%	7	6%
[4] Cc1cc(Cl)ccc1NC(=O)CN1CCN(C(=O)c2ccco2)CC1
→ 27%	6%	-6%	-4%	0%	-2%	0%	-0.6%	2	-3%
[5] Nc1cc(C(=O)OCC(=O)N2CCCC2=O)ccc1Cl
→ .	-9%	-1%	22%	9%	8%	1%	-0.2%	1	1%
[6] CSCC[C@H](NC(=O)[C@@H]1Cc2ccccc2CN1)C(=O)Nc1ccc2c(c1)OCO2
→ 11%	8%	-3%	?	?	-1%	-3%	0.1%	10	4%
[7] O=C(OCC(=O)N1CCCC1=O)c1nc(Cl)ccc1Cl
→ .	2%	-1%	15%	0%	-4%	12%	0.0%	-1	4%
[8] O=C(CC1(O)C(=O)N(CN2CCOCC2)c2ccccc21)c1ccccc1 (stereo not given)
→ 5%	21%	-2%	.	.	1%	.	.	-4	-32%
[9] CCN(c1ccccc1)S(=O)(=O)c1ccc(C(=O)N(C)Cc2cccs2)cc1
→ .	-28%	-1%	?	-2%	-10%	10%	0.0%	.	3%
[10] Cc1c(/C=N\NC(=O)c2cc3ccccc3o2)c2ccccc2n1C
→ 8%	-45%	-5%	-19%	-1%	-34%	-8%	-0.1%	-2	0%
[11] CCC(=O)Nc1sc2c(c1C#N)CCC2
→ -5%	?	1%	-3%	-10%	-18%	-4%	0.2%	0	2%
[12] CC(C)c1ccccc1NC(=O)COC(=O)C1(C)CC1(Cl)Cl (stereo not given)
→ -1%	19%	-3%	-10%	4%	-3%	0%	0.0%	7	-2%
[13] CCOC(=O)c1c(C)[nH]c(C(=O)OCC(=O)c2ccc3c(c2)NC(=O)CO3)c1C
→ .	0%	1%	-9%	0%	-18%	0%	0.0%	0	-5%
[14] CN(C)CCCN1C(=O)c2oc3ccc(Cl)cc3c(=O)c2C1c1cccnc1 (stereo not given)
→ 2%	-13%	-2%	16%	7%	-32%	7%	-0.3%	-3	-3%[46.1 µM]
[15] O=C(O)CCc1c(C(=O)O)[nH]c2ccccc12
→ -5%	14%	-6%	13%	-4%	3%	0%	-0.4%	-1	9%
[16] O=C(Nc1cccc(NC(=O)c2ccco2)c1)c1ccccc1
→ -5%	22%	-1%	0%	5%	-4%	-7%	-0.6%	1	-3%
[17] C=CCOc1ccc(C(=O)n2cc(C(=O)OC)c3ccccc32)cc1
→ 29%	6%	1%	8%	?	-19%	25%	-0.8%	-9	.
[18] COc1cccc(NC(=O)c2cccc(S(=O)(=O)N3CCN(Cc4ccccc4)CC3)c2)c1
→ .	-47%[inhibitor]	-1%	?	0%	-39%	-1%	-1.0%	6	0%
[19] Nn1c(SCc2ccc(Br)cc2)nnc1-c1ccccn1
→ -2%	19%	-8%	15%	9%	34%	2%	-0.1%	30	9%
[20] CC(=O)Cn1c(CN2CCCCC2)nc2ccccc2c1=O
→ 9%	2%	-3%	5%	3%	6%	1%	-0.3%	-3	1%
[21] COc1ccc(NC(=O)COc2ccccc2Cl)cc1S(=O)(=O)N1CCCCC1
→ .	-6%	-4%	?	5%	-72%	2%	0.3%	2	-2%
[22] N#CC(c1ccc(Cl)nn1)c1ccc(Cl)cc1Cl (stereo not given)
→ -2%	-34%	-8%	0%	20%	-32%	-5%	-0.3%	2	-3%
[23] Nc1cc(=O)[nH]c(N2CCN(c3ccccc3)CC2)n1
→ 1%	10%	1%	8%	-4%	-36%	-10%	0.1%	0	3%
[24] Cc1nc2c(c(=O)n1CCC(C)C)c1nc3ccccc3nc1n2Cc1ccc2c(c1)OCO2
→ 8%	12%	1%	4%	4%	-2%	0%	-0.1%	-3	3%
[25] CCCCn1c(SCC(=O)NC2CCCC2)nnc1-c1ccco1
→ 6%	5%	-1%	6%	-5%	1%	-3%	?	2	-3%
[26] O=C(NCc1ccco1)c1ccc2nc3sc4c(c3c(=O)n2c1)CCCC4
→ -8%	.	.	-3%	?	.	-1%	6.9%	-4	.
[27] COCC(=O)N1CCC2CC1c1cc(Cl)ccc12 (stereo not given)
→ .	7%	0%	.	.	15%	.	.	.	8%
[28] CCOC(=O)CCn1cnc2ccc([N+](=O)[O-])cc2c1=O
→ 16%	39%	-3%	7%	7%	9%	-4%	0.2%	1	3%
[29] CC1C(=O)N2CCCc3cc(NC(=O)C(=O)NCc4ccccn4)cc1c32 (stereo not given)
→ .	23%	-3%	25%	-4%	-26%	-1%	0.1%	-1	4%
[30] CC(=O)C[C@H](O)CC(=O)[C@H]1OC(=O)CC/C=C\Cc2ccccc21
→ .	6%	-3%	16%	3%	2%	-3%	-3.1%	-6	15%

Two of these compounds, set out differently:
no. | Structure | CXXC DNA block | Integrin act MD | TSG101-PTAP inh | ELG1 DNA repair | p53 reactivation | BRCA1 expr act | A-T KAP1 phos | B2AR arrestin | TRPV1 agonist | TCR activator
25 | CCCCn1c(SCC(=O)NC2CCCC2)nnc1-c1ccco1 | 6% | 5% | -1% | 6% | -5% | 1% | -3% | ? | 2 | -3%
26 | O=C(NCc1ccco1)c1ccc2nc3sc4c(c3c(=O)n2c1)CCCC4 | -8% | . | . | -3% | ? | . | -1% | 6.9% | -4 | .

Additional compounds follow:
Every second line gives: CXXC DNA block	Integrin act MD	TSG101-PTAP inh	ELG1 DNA repair	p53 reactivation	BRCA1 expr act	A-T KAP1 phos	B2AR arrestin	TRPV1 agonist	TCR activator
[31] CC(C)N(CCn1c(SCC(=O)N2CC(=O)Nc3ccccc32)nc2ccccc2c1=O)C(C)C
→ 18%	4%	-2%	-9%	2%	-34%	-11%	-0.4%	3	-1%
[32] Cc1c(Cl)cccc1NC(=O)Cn1cnc(S(=O)(=O)N2CCCC2)c1
→ -2%	?	0%	1%	0%	-1%&27%	7%	-0.7%	-1	-11%
[33] O=C(c1cccs1)N1CCN(C(=O)N2CCOCC2)CC1
→ 4%	10%	-6%	9%	8%	6%	11%	-0.2%	2	8%
[34] Cc1oc(-c2ccc(Cl)cc2)nc1CS(=O)CC(=O)NCCN1CCCC1 (stereo not given)
→ -6%	-34%	-2%	8%	-2%	-6%	3%	0.0%	0	1%
[35] COc1cc2nc(NCC3CCCO3)n3nc(-c4cccnc4)nc3c2cc1OC (stereo not given)
→ 4%	-30%[7.66 µM]	-3%	2.3µM*	-2%	0%	5%	0.4%	5	.
[36] COc1ccc(Cn2c(C3CCCCC3)nc3c(c(=O)c4ccccc4n3C)c2=O)cc1
→ 4%	0%	-2%	?	-3%	-4%	8%	-0.3%	0	-1%
[37] CC1(C)CC[C@]2(C(=O)O)CC[C@]3(C)C(=CC[C@@H]4[C@@]5(C)CC[C@H](O[C@@H]6O[C@H](C(=O)O)[C@@H](O)[C@H](O[C@@H]7OC[C@H](O)[C@H](O)[C@H]7O)[C@H]6O)C(C)(C)[C@@H]5CC[C@]43C)[C@@H]2C1
→ .	-45%	-5%	?	-18%	-54%	-4%	-0.8%	.	-2%
[38] O=C1/C(=C/c2cccnc2)Oc2cc(OS(=O)(=O)c3ccccc3)ccc21
→ -9%	-31%	-1%	0%	6%	31%	0%	-0.2%	15	-4%
[39] CCOC(=O)c1cc2cc(F)ccc2nc1C
→ 6%	16%	-9%	-1%	?	16%	4%	-0.4%	-4	-5%
[40] O=C(O)CCCCCN1C(=O)CSC1=S
→ -8%	-53%[inhibitor]	0%	-6%	25%	-44%	2%	-0.6%	-2	1%
[41] Cc1ccc2[nH]c(=O)c(-c3nc4c(C)cccn4c3NCc3ccco3)cc2c1
→ -2%	-2%	-3%	1%	-5%	-5%	-4%	0.3%	0	1%
[42] O=C(NNC(=O)C12CC3CC(CC(C3)C1)C2)c1cccc([N+](=O)[O-])c1
→ 5%	0%	0%	9%	2%	9%	1%	-0.8%	10	7%
